HT1080 IDH1KD tx = kills HT-1080 cells with IDH1 knockdown; HT-1080 IDH1 knockdown viability, ATP luminescence, 48 h; Potency, µM (top dose mostly 46.1 µM), for the others: at the top dose activity, negative = toxicity, actives largely listed as cytotoxic; 360,000 compounds, 2% hits; AID 686971;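 note: potency is the fitted concentration of half-maximal effect; 0% = DMSO wells and -100% = cell-free medium wells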
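Cytotoxicity counter-line: IDH1KD HT-1080, 48 h, CellTiter-Glo. Curves classed by r2, magnitude and activity.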
S2 tox = cell viability loss in ATXN counter-screen. 400,000 compounds, 0.49% hits. S2 cells (HEK-293 line with an ATXN2-luciferase reporter) viability, CellTiter-Fluor protease fluorescence, 24 h. Potency, µM (highest dose often 56.7 µM), hits mostly cytotoxic; note: potency is the fitted concentration of half-maximal effect; nearly all actives have a fitted effect of over 40% in size
HT1080-NT tox = kills 2HG-producing HT-1080-NT fibrosarcoma cells; HT-1080-NT fibrosarcoma viability, CellTiter-Glo ATP luminescence, 48 h; Potency, µM (titrated, usually from 46.1 µM), for the others: at the top dose activity, negative = less viability, usual class: cytotoxic; 360,000 compounds, 1.6% hits; AID 686970;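 note: NT is the 2HG producing partner of a matched IDH1 knockdown line; potency is the fitted concentration of half-maximal effect; 0% = DMSO-treated cells and -100% = media-only wells without cells; nearly all actives have a fitted effect of over 55% in size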
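Viability by CellTiter-Glo luminescence after 48 h compound exposure at 37C of HT-1080-NT cells (750/well, RPMI, 5% FBS). % activity scaled between DMSO wells and medium-only wells, then curve-fitted and categorized by curve class.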
SW480 rereplic = DNA re-replication induction in SW480 cells | 340,000 compounds, 1.8% hits | SW480 DNA re-replication, Hoechst DNA content imaging, 48 h | Potency, µM (doses to about 46.1 µM), for the others: at the top dose re-replication activation, most hits filed as activators; note: potency is the fitted concentration of half-maximal effect; % of control where 0% means no effect; nearly all actives have a fitted effect of over 55% in size
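Quantitative HTS format with DMSO vehicle controls; 48 hr drug incubation at 37 C, then 40 min Hoechst staining and scanning imager measurement at 405 nm excitation.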
MCF10A rereplic = inducers of DNA re-replication in MCF 10A breast cells; 350,000 compounds, 2.9% hits; AID 624296; Potency, µM (doses to about 46.1 µM), without a hit: at the highest dose activity, positive = re-replication, hits mostly activators; MCF 10A DNA re-replication, Hoechst nuclear intensity, 48 h; note: potency is the fitted concentration of half-maximal effect; % of control where 0% means no effect; nearly all actives have a fitted effect of over 50% in size
IL1B secr inh = inflammasome signaling inhibition, IL-1 beta readout; THP-1 LPS/ATP IL-1B secretion, AlphaLISA, 16 h; stronger effect = lower value; activity change, % at 57.5 µM; 360,000 compounds, 4.7% hits; AID 743279; in the data active = activity change below about -50%; inconclusive = mostly about -30% to -49%; note: % is set by controls: 0 for no effect and ±100 for the full control effect
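Secreted IL-1B measured by AlphaLISA bead assay after 16 h compound exposure of THP-1 cells; compounds (final up to 57.5 uM) added 1 h before LPS (250 ng/mL) and ATP (1.25 mM) stimulation; lower signal means less secretion.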
ATXN2 expr inh = inhibitors of ATXN2 expression; Potency, µM (highest dose often 57 µM), inactives show top-dose activity change, negative = inhibition, usual class: inhibitors; HEK-293 ATXN2-luciferase reporter, luminescence, 24 h; 360,000 compounds, 0.72% hits; note: potency is the fitted concentration of half-maximal effect; % is set by controls: 0 for no effect and ±100 for the full control effect; nearly all actives have a fitted effect of over 55% in size
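ATXN2-luciferase reporter cells (luciferase flanked by upstream and downstream ATXN2 gene portions) were treated 24 h at 37 °C with compounds at up to 57 uM. SteadyGlo luminescence gave expression; GF-AFC fluorescence gave viability.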
KB-3-1 cytotox = KB-3-1 parental cell cytotoxicity | Potency, µM (titrated, usually from 46.1 µM), inactives show at the top dose activity change, negative = cytotoxic, usual class: cytotoxic | KB-3-1 viability, CellTiter-Glo ATP luminescence, 72 h | 400,000 compounds, 1.4% hits; note: potency is the fitted concentration of half-maximal effect; % is set by controls: 0 for no effect and ±100 for the full control effect; nearly all actives have a fitted effect of over 60% in size
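Cells are dispensed, compounds pinned in, plates held at 37 °C for 72 h, then CellTiter-Glo is added and luminescence read after 10 minutes. Cell line: parental KB-3-1 in phenol-red-free DMEM, 10% FBS.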
KB-V1 MDR tox = kills drug-selected multidrug resistant KB-V1 cells; Potency, µM (doses to about 46.1 µM), without a hit: at the top dose activity change, negative = cytotoxicity, actives largely listed as cytotoxic; 400,000 compounds, 3.4% hits; KB-V1 MDR cells viability, CellTiter-Glo, 72 h; note: potency is the fitted concentration of half-maximal effect; % is set by controls: 0 for no effect and ±100 for the full control effect; nearly all actives have a fitted effect of over 60% in size
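Drug-selected KB-V1 cells, grown in DMEM lacking phenol red with 10% FBS, receive compound titrations; after three days at 37 degrees C, surviving cell ATP is quantified by CellTiter-Glo luminescence and responses normalized and curve-fitted.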
* hit, by the source's call; i = inactive; u = inconclusive; x = no result given; [ ] = another dose, or the depositor's remark. Unless noted, calls come from the whole dose curve; as a rule, active = well fitted curve in the direction sought with a large enough effect; inconclusive = small, poorly fitted or top-dose-only effect, or another doubt; inactive = no such curve, though single readings can be large; an effect the other way counts as inactive or inconclusive.

SMILES | HT1080 IDH1KD tx | S2 tox | HT1080-NT tox | SW480 rereplic | MCF10A rereplic | IL1B secr inh | ATXN2 expr inh | KB-3-1 cytotox | KB-V1 MDR tox
CCCc1nc2c(C)cc(Br)cn2c1Cc1ccc(OC)cc1C | u | u | u | x | x | -2 | 8% | 0% | 4%
C[C@@H]1CN([C@H](C)CO)C(=O)CCCn2cc(nn2)CO[C@H]1CN(C)S(=O)(=O)c1cccc(C#N)c1 | 12% | i | 16% | x | x | 26 | 4% | 3% | 1%
C=CCn1c(NCCO)nc2sc3c(c2c1=O)CCC3 | 4% | i | 5% | -5% | 3% | 20 | 6% | 0% | 9%
CC1(C)Cc2c(sc3nc4n(c(=N)c23)CCCCC4)CO1 | 10% | i | 11% | -1% | 0% | -5 | 16% | 5% | -2%
COc1ccc(S(=O)(=O)Nc2ccc3c(c2)OCO3)cc1C | -3%[9.24 µM] | i | -28% | -3% | 24% | -1 | 0% | 0% | -6%
COc1ccccc1CC(NC(C)=O)C(=O)N1CCN(C(=O)Nc2ccccc2Cl)CC1 (centres undefined) | -8% | i | 11% | -1% | 13% | 2 | -12% | -3% | -2%
Cc1nc2c(c(C)nn2C(C)(C)C)c(C)c1CCC(=O)Nc1ccc(F)cc1 | x | i | x | x | x | x | 8% | 13% | u
CC(=O)OCCCn1c(C)[n+](C)c2cc(Cl)c(Cl)cc21 | -1% | u | -4% | -4% | 16% | -4 | x | 7% | -6%
COc1cccc(CNC(=O)c2ccccc2SCC(=O)N2CCCC2)c1 | 8% | i | 0% | -9% | 8% | -5 | 11% | 0% | -12%
Nc1cc2c(cc1O)CCCC2 | -6% | x | -4% | 2% | 4% | 27 | 1% | -5% | 4%
CN(C(=O)Cn1cnc2ccccc2c1=O)C1CCS(=O)(=O)C1 (centres undefined) | 1% | i | -1% | 14% | -2% | 3 | -18% | -1% | u
COc1ccc(N2C(=O)CS(=O)(=O)C23C(=O)N(Cc2ccccc2)c2ccccc23)cc1 (centres undefined) | x | i | x | x | x | x | 0% | 2% | 1%
COc1cc2sc3cc(NCCCN4CCOCC4)ccc3c(=O)c2cc1OC | -4% | x | 1% | u | 35% | -75* | -20% | -13% | 7%
Cc1ccc2c(c1)nnn2C1CCN(S(=O)(=O)c2ccc(C(=O)N3C(C)CCCC3C)cc2)CC1 (centres undefined) | -23% | u | u | 13% | u | -67* | u | u | u
O=C(CCS(=O)(=O)c1ccccc1F)Nc1ccc(N2CCN(Cc3ccccc3)CC2)cc1 | -11% | i | -14% | -9% | 21% | 18 | 10% | -19% | -2%
O=C(Cn1nnc(-c2ccccc2F)n1)Nc1ccc2c(c1)OCO2 | 3%[9.24 µM] | i | -5% | 13% | -1% | 2 | 29% | -2% | 4%
C=CCOc1ccccc1/C=N/NC(=O)Cc1ccc(C)cc1 | 12% | i | 8% | -14% | 1% | 7 | x | 1% | -5%
COc1ccc(CN2C(=O)c3c(c(C)n(C)c3C)C2C(=O)NC2CCC(C)CC2)cc1 (centres undefined) | 4% | i | 5% | 3% | 3% | -7 | -13% | -5% | -28%
CCCCC1C(=O)N(c2ccccc2)N(c2ccc(O)cc2)C1=O (centres undefined) | 9% | 7.9µM* | u | u | u | -109* | 5.6µM* | -2% | -22%
CCOc1ccc(OCc2cccc(C(=O)N3CCCCCC3)c2)cc1 | -1% | i | -16% | 11% | u | -28 | x | 10% | u
COC(=O)c1c(C)[nH]c(C(=O)C(C)OC(=O)C2CC2)c1C (centres undefined) | 0% | u | 8% | 2% | 2% | 34 | -8% | u | 12µM*
Cc1ccc(Cl)cc1N1CCN(C(=O)CCC(=O)Nc2ccc3nc(N4CCC(C)CC4)cc(C)c3c2)CC1 | x | i | x | x | x | x | 3% | -6% | -28%
Cc1cc(NC(=O)CCCOc2ccc(Cl)cc2Cl)no1 | 0% | i | 10% | 0% | 2% | 25 | -6% | -2% | -3%
COc1cccc(C(C(=O)NC2CCCCC2)N(C(=O)c2csnn2)C2CC2)c1 (centres undefined) | 5% | i | 9% | -12% | -16% | -16 | 4% | 0% | -18%
COc1ccc(-c2c(C(=O)O)c(-c3ccccc3)cn2C)cc1 | 12% | i | 14% | -56%[inhibitor] | -12% | 2 | 12% | 0% | 3%

3 of the entries above in order of their number in SW480 rereplic, lowest first.
SMILES	SW480 rereplic	IL1B secr inh
O=C(CCS(=O)(=O)c1ccccc1F)Nc1ccc(N2CCN(Cc3ccccc3)CC2)cc1	-9%	18
COc1ccccc1CC(NC(C)=O)C(=O)N1CCN(C(=O)Nc2ccccc2Cl)CC1 (centres undefined)	-1%	2
Cc1ccc2c(c1)nnn2C1CCN(S(=O)(=O)c2ccc(C(=O)N3C(C)CCCC3C)cc2)CC1 (centres undefined)	13%	-67*

Other results follow:
SMILES | HT1080 IDH1KD tx | S2 tox | HT1080-NT tox | SW480 rereplic | MCF10A rereplic | IL1B secr inh | ATXN2 expr inh | KB-3-1 cytotox | KB-V1 MDR tox
COc1cc(C(=O)OCC(=O)Nc2cc(C)on2)cc(OC)c1OC | 4% | i | 22% | -11% | 14% | -6 | -4% | 2% | 13%
CCCCC(=O)NC1(C(F)(F)F)NC(=O)N(C)C1=O (centres undefined) | 12% | i | 16% | -19% | 0% | 0 | 1% | 11% | 7%
CCOC(=O)C1C(=O)C=C(c2ccc([N+](=O)[O-])cc2)CC1c1ccccc1 (centres undefined) | -16% | i | -19% | 13% | u | -12 | -14% | -13% | -30%
COc1ccc(CN2C(=O)CN=C2Nc2ccc(C)cc2C)cc1 | 0% | i | -1% | 2% | 15% | -4 | -3% | -2% | 0%
CCN(CC)C(=O)c1ccc2c(=O)n(Cc3cccc(Br)c3)c(=S)[nH]c2c1 | -2% | u | -16% | -2% | 10% | -4 | x | -2% | 23%
O=[N+]([O-])c1ccc(C2NS(=O)(=O)N=C3CCCCCN32)cc1 (centres undefined) | 2% | x | 4% | u | -1% | 12 | x | 0% | 16%
CCOC(=O)CNC(=O)CNC(=O)Cn1ccc2ccccc2c1=O | 1% | u | 7% | -5% | 0% | -16 | 1% | -4% | 7%
Cc1ccc2nc(SCC(=O)OCc3ccccc3)nc(=O)n2c1 | -7% | i | -17% | 22% | 6% | -56* | -2% | 5% | 6%
CCCCCC(=O)NNC(=S)NC(=O)c1ccc([N+](=O)[O-])cc1 | -1% | i | -6% | -2% | u | -14 | -7% | -4% | -25%
FC(F)(F)c1cc(-c2ccco2)nc(NCCc2ccccc2)n1 | 17% | i | 3% | u | 18µM* | 0 | 6% | -1% | -3%
Cc1ccc(CCNC(=O)C2CCN(S(=O)(=O)N3CCCC3)CC2)cc1 | 2% | i | 1% | u | -5% | 34 | -3% | 4% | 4%
CC(Sc1nc(-c2ccc(F)cc2)cs1)C(=O)Nc1ccc(Cl)cn1 (centres undefined) | 1% | i | 4% | -3% | 9% | 39 | -15% | 13% | 3%
O=C(COC(=O)/C=C/c1cccc(Cl)c1)NCCc1ccccc1 | 21% | u | 7% | -7% | 7% | 8 | 9% | -1% | 3%
CCC(=O)Nc1ccc(NC(=O)CSc2nnnn2Cc2ccccc2)cc1C | -1% | x | 2% | -4% | 6% | 16 | -7% | 8% | -4%
S=c1[nH]nc(-c2ccncc2)n1/N=C/c1cn(-c2ccccc2)nc1-c1ccccc1 | 0% | i | -1% | u | u | 75 | x | 0% | 9%
CC(=O)Nc1ccc(S(=O)(=O)NNC(=O)COc2cccc3ccccc23)cc1 | u | i | u | x | 5% | 0 | 5% | u | -8%
COCCn1c(=NC(=O)c2nc3ccccc3s2)sc2cc(S(C)(=O)=O)ccc21 | -16% | i | -12% | -3% | -12% | 50 | -26% | -26% | u
CCN(CC)S(=O)(=O)c1ccc(OC)c(NC(=O)c2cn(CC)c3nc(C)ccc3c2=O)c1 | 3% | u | 0% | -6% | -1% | 4 | x | 1% | 2%
COc1ccc(C(CC(=O)NCc2ccccc2)Sc2n[nH]c(-c3ccccc3)n2)cc1 (centres undefined) | -1% | i | -11% | -23% | 9% | 10 | x | -1% | -9%
Cc1cc(C)n(-c2nc3ccccc3c(=O)n2OCC(=O)Nc2c(C)cccc2C)n1 | 0% | u | -3% | 2% | u | -1 | -2% | -28% | 0%
CNC(=S)N1CCC(n2cnc3ccccc32)CC1 | u | i | 4% | -10% | -12% | -3 | -20%[11.3 µM] | 14% | -14%
COc1ccc(CCNC(=O)CSc2nc(C)cc(C)n2)cc1OC | 4% | i | -4% | -4% | -11% | 9 | 12% | 13% | 1%
CCOC(=O)c1sc(NC(=O)c2cc(-c3ccc(C)cc3)nc3ccccc23)c(C#N)c1C | u | i | 16µM* | 1% | u | -5 | 9% | u | 3.3µM*
Cc1cccnc1NC(=O)CNC(=O)COc1ccccc1 | 0% | u | 2% | -20% | 13% | 15 | 5% | 5% | 14%
O=C1OC(c2ccccc2)=C/C1=C/N1CCCCC1 | -5% | i | 10% | 2% | u | -16 | 45%[activator] | -10% | u
Following part
SMILES | HT1080 IDH1KD tx | S2 tox | HT1080-NT tox | SW480 rereplic | MCF10A rereplic | IL1B secr inh | ATXN2 expr inh | KB-3-1 cytotox | KB-V1 MDR tox
COc1ccc(OCC(=O)NNC(=S)NC(=O)c2ccc(Br)o2)cc1 | -15% | i | -12% | 12% | u | 19 | -20% | u | u
NS(=O)(=O)c1ccc(NC(=O)CN2CCN(c3ccc(F)cc3)CC2)cc1 | x | i | x | x | x | x | -2% | -3% | 3%
COc1ccc2cc(C(=O)Nc3ccc(Cl)cc3)sc(=O)c2c1OC | 12% | i | 11% | 19% | -5% | 2 | -14% | 0% | -13%
CCOc1ccc2nc(SCC(=O)NC3CCS(=O)(=O)C3)[nH]c2c1 (centres undefined) | 18% | i | 16% | -1% | 0% | 0 | 4% | 4% | 6%
CC(C)Cn1c(/C=C/c2ccco2)nc2ccccc21 | 19% | i | 13% | -3% | 3% | -17 | 49%[activator] | -8% | u
O=C(c1ccc(Cl)cc1)N1CCN(c2ccc(N3CCOCC3)nn2)CC1 | -1% | i | -4% | x | x | 23 | x | 1% | -5%
